Assay outcomes deposited in PubChem by several laboratories.
DAGLB inhibitor: diacylglycerol lipase beta (human) inhibition; Q8NCG7; HEK293T DAGLB membrane lysate, EnzChek fluorogenic substrate; inhibition, % at 5.17 µM; actives 0.059% (n = 340,000); AID 504411; in the data active = inhibition above about 34%;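 note: 0% = enzyme with vehicle and 100% = wells lacking enzyme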
Target sequence (Q8NCG7 whole entry, looked up): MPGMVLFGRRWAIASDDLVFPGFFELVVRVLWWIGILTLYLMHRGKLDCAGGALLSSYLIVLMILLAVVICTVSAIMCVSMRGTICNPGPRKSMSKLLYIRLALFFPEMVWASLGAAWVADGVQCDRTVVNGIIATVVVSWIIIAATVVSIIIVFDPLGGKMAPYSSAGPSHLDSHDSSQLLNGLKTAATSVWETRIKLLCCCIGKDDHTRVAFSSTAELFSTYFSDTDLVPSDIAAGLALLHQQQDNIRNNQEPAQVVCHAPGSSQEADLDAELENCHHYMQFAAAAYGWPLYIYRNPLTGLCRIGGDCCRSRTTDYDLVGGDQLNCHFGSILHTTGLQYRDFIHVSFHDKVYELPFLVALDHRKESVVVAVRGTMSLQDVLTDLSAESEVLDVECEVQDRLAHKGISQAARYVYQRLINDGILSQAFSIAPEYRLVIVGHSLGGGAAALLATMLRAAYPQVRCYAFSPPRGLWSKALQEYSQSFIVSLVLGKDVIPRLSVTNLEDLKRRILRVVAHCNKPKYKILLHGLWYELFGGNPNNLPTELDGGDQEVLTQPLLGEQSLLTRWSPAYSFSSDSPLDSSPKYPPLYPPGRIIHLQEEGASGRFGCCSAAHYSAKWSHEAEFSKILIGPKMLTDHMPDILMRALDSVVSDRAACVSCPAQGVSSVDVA
SR-BI HDL uptake: inhibitors of mouse SR-BI mediated HDL lipid uptake | ldlA[mSR-BI] CHO cells, DiI-HDL uptake fluorescence, 3 h | Q61009 | actives 0.96% (n = 320,000) | AID 488896 | inhibition, % at 12.5 µM;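 active = mean replicate inhibition of at least 70% and a set share of replicates each scoring 70 or more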;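 note: 0% = median of neutral control wells and 100% = median of positive control wells; values of inactives mirror those of a sister screen read the other way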
C-LANA FP: inhibitors of KSHV LANA C-terminal domain DNA binding | inhibition, % at 9 µM | actives 0.078% (n = 340,000) | AID 504423 | MBP-C-LANA/FAM-LBS DNA binding, fluorescence polarization;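 active = highest replicate inhibition at or above 60% at 9 µM, even if other replicates fall short; inactive = all replicates below 60% inhibition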;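 note: 0% = neutral control wells and 100% = 4 µM acridine orange control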
Keap1 Nrf2 FP: Keap1-Nrf2 (human) interaction inhibition; Keap1 Kelch-Nrf2 peptide fluorescence polarization, 1536-well; inhibition, % at 9.4 µM; Q14145; actives 0.15% (n = 340,000); AID 504523; in the data active = inhibition above about 12%;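 note: human Keap1 Kelch domain with fluorescein labeled Nrf2 9mer peptide probe; 0% = neutral control wells and 100% = peptide positive control; higher means more block of Keap1 binding to Nrf2 peptide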
RTF Ca sens inh: cardiac RTF calcium desensitization; AID 493244; actives 0.12% (n = 340,000); P19429+P45379; inhibition, % at 7.15 µM; IANBD-labeled cardiac RTF, Ca2+ fluorescence;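 active = inhibition above the mean inhibition of all tested compounds plus 3 SD, cut at about 17% in these data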;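 note: assay run at fixed EC70 calcium of 1.6 mM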
PvdQ inh: P. aeruginosa PvdQ acylase inhibition | inhibition, % at 10 µM | purified PvdQ acylase, fluorescence plate reader | actives 0.063% (n = 340,000) | AID 488965; in the data active = inhibition above about 30%, passing the limit was not always enough;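 note: 0% = vehicle neutral wells and 100% = reference inhibitor wells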
Arrestin-AP2 inh: blocks beta-arrestin peptide binding to AP2 adaptin. FITC-arrestin peptide / GST-AP2 beads, flow cytometry; AP2 beta2 appendage carries R879A mutation. inhibition, % at 10 µM. actives 0.31% (n = 340,000). AID 504490;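 active = inhibition above a set limit, near 3 SD of compounds lacking own fluorescence, cut at about 54% in these data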;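 note: plate controls were DMSO wells for no effect and 5 µM unlabelled arrestin peptide for full effect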
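Assay system: GST-AP2 R879A bound to glutathione beads, E. coli-expressed; Medium: PBS with 0.05% Tween 20 and 0.1% BSA; Also added: fluorescein-tagged arrestin peptide at 50 nM final; Timing: 12 min plus 1 h, RT; Measured by: flow cytometry, FL1 (488/535 nm); Evaluation: percent drop in bead-associated FITC signal.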
SR-BI uptake up: SR-BI HDL lipid transfer activation | CHO ldlA[mSR-BI] cells, DiI-HDL uptake fluorescence, 3 h; 100 = double the neutral-control signal | activation, % at 12.5 µM | actives 0.096% (n = 320,000);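 active = mean replicate activation of at least 60% and every replicate at or above 60%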;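 note: 0% = median plate neutral-control signal and 100% = twice that signal; values of inactives mirror those of a sister screen read the other way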
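Material: SR-BI-overexpressing, LDLR-lacking CHO cells; schedule: compound exposure 3 h, 37 °C; reagent: DiI-labelled HDL at 10 µg/mL final; technique: bottom-read fluorescence, 550/595 nm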
NSD2 HMT inh: blocks human histone methyltransferase NSD2; O96028; NSD2 peptide methylation, AlphaScreen, 120 min; AID 743445; actives 0.54% (n = 310,000); inhibition, % at 12.5 µM; in the data active = inhibition above about 50%
PKA-R2B activ: activates the human PKA-R2B holoenzyme complex | PKA-R2B holoenzyme dissociation, Cy5-IP20 fluorescence polarization; R2B truncated from residue 108, S112A mutant; 0% DMSO only, 100% 113 µM cGMP | activation, % at 11.4 µM | actives 0.079% (n = 340,000);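 active = activation above a cutoff set at the mean over all compounds plus 3 SD, cut at about 18% in these data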;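 note: higher means more holoenzyme dissociation and a rise in polarization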
Target sequence (P31323 whole entry, looked up, other chains not shown, the tested form may be a part): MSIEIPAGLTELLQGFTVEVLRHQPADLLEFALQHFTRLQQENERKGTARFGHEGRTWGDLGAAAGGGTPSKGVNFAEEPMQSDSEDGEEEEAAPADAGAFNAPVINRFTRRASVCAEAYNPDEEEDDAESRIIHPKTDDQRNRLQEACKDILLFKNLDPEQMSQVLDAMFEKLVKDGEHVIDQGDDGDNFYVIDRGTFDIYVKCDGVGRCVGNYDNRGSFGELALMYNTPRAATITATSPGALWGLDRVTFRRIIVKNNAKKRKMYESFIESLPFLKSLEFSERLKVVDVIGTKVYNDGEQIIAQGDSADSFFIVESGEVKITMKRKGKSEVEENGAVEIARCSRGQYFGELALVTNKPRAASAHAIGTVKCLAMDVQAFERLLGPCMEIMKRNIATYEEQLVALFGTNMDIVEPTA
* marks the source's active call; other numbers are inactive results; . = no result given. Compounds were not picked by outcome; any-hit rate near 2.1%.

SMILES | DAGLB inhibitor | SR-BI HDL uptake | C-LANA FP | Keap1 Nrf2 FP | RTF Ca sens inh | PvdQ inh | Arrestin-AP2 inh | SR-BI uptake up | NSD2 HMT inh | PKA-R2B activ
CCn1ccnc1CNC(=O)c1ccc2oc(C(C)C)nc2c1 | 0 | -23 | 1.1 | 3 | -1 | -12 | 5 | 23 | 1 | -4
CCCCN(CCCC)CCCNC(=O)c1ccc2nc(-c3ccccc3NC(C)=O)c(=O)[nH]c2c1 | 0 | -2 | 0.6 | -5 | 3 | -7 | -8 | 2 | 8 | -6
O=C(NNC(=O)c1cccc(-n2cnnn2)c1)c1ccccc1 | 2 | 17 | 1.9 | 2 | 2 | -11 | -5 | -17 | -1 | -4
COc1ccc(C(OCC(O)CN2CCC(O)CC2)c2ccc(OC)cc2)cc1 (centres undefined) | 0 | -20 | -0.5 | 2 | -2 | -15 | -5 | 20 | 4 | -6
O=C(O)c1cccc(S(=O)(=O)NCC2COc3ccccc3O2)c1 (centres undefined) | 4 | -3 | -0.3 | 4 | -4 | 1 | 8 | 3 | 15 | -4
O=S(=O)(c1cccs1)N1CCN(Cc2nc3ccccc3s2)CC1 | -4 | 17 | 0.0 | 0 | 3 | -2 | 17 | -17 | 0 | 4
COc1cccc(NC(=O)CSc2nnc(Cc3cccn3C)n2-c2ccc(F)cc2)c1 | 1 | 12 | -4.0 | -5 | -12 | -19 | 2 | -12 | . | -1
FC(F)(F)c1cccc(Oc2nc(-c3ccccc3)nnc2C(F)(F)F)c1 | 1 | 12 | -0.4 | -7 | 4 | -8 | -1 | -12 | -1 | -7
Cn1cc(Cl)c(C(=O)NNC(=S)Nc2cccc(Cl)c2)n1 | 10 | -18 | -1.3 | 1 | 3 | -3 | -10 | 18 | -7 | 5
COc1cc(CNCCCN2CCOCC2)ccc1OCC(=O)NC(C)(C)C | 1 | -5 | -1.3 | 1 | -2 | 0 | 7 | 5 | -3 | -6
CN1CCN(Cn2cc(/C=C/C(=O)c3ccccc3)c3ccccc32)CC1 | -4 | 10 | -3.2 | -8 | -2 | -10 | 8 | -10 | . | -6
O=C(Nc1ccc2c(c1)OCO2)Nc1ccc(Br)cn1 | -3 | 17 | -0.5 | -2 | -16 | 9 | 0 | -17 | -1 | -3
O=S(=O)(c1cccc(COc2c(Cl)cccc2Cl)c1)N1CCOCC1 | -2 | 38 | 0.0 | 0 | -6 | -4 | 15 | -38 | -1 | 0
Cc1cccc(CN2CCC(C(=O)Nc3ccc(-n4nc(C)cc4C)cc3)CC2)n1 | 2 | -8 | 0.8 | -1 | -1 | -16 | -9 | 8 | 1 | 4
CC1CN(C(=S)Nc2ccc(F)cc2F)CC(C)O1 (centres undefined) | -4 | -10 | 1.1 | -2 | -1 | -16 | -3 | 10 | -1 | -7
CCC(=O)c1ccccc1OCCN1CCN(Cc2ccccc2)CC1 | 0 | -17 | -0.2 | -4 | 4 | -14 | 6 | 17 | 1 | -5
Cc1ccc([N+](=O)[O-])cc1NC(=O)C(C)NS(=O)(=O)c1ccc(F)cc1 (centres undefined) | -3 | 2 | -0.2 | -3 | -1 | 3 | 43 | -2 | -2 | -9
CCOC(=O)CSc1nc(N2CCOCC2)c2c(c1C#N)CC(C)(C)N(C)C2 | 0 | -12 | 1.0 | 0 | -2 | -8 | 3 | 12 | 4 | 6
COc1cc2c(cc1OC)[C@@H](NC(=O)Cc1ccc(F)cc1)[C@H](OCc1ccccc1)C2 | -1 | -13 | 2.0 | 1 | -8 | -9 | 8 | 13 | . | 3
Cc1ccc(-n2[nH]c(=O)c(-c3ccccn3)c2C)cc1 | 1 | 11 | -1.7 | 1 | -2 | -11 | 7 | -11 | 3 | 3
C/C=C/C(=O)Nc1cccc(C2=NOC3(C2)C[C@@H](C(N)=O)N(C(=O)c2cc([N+](=O)[O-])cc([N+](=O)[O-])c2C)C3)c1 (some centres undefined) | 5 | 19 | -0.3 | 1 | -8 | 4 | 4 | -19 | . | -7
CC(NC(=O)C1CCN(C(=O)Nc2ccccc2)CC1)c1ccccc1Cl (centres undefined) | 0 | 22 | -1.9 | -3 | -2 | -6 | -11 | -22 | -4 | -3
COc1ccccc1N=C1SCC(=O)N1c1ccccc1OC | -1 | -5 | 0.2 | 1 | -2 | -2 | 5 | 5 | -4 | -4
O=C(Nc1cccc(OC(F)(F)F)c1)c1ccc(Br)o1 | -8 | -6 | -0.7 | 2 | 2 | 1 | 28 | 6 | 32 | -1
Fc1ccc(-c2csc(/C=C/c3ccc4c(c3)OCO4)n2)cc1 | -9 | 25 | -0.4 | -2 | 2 | -7 | 6 | -25 | 11 | 5
COc1ccc2[nH]c3c(c2c1)CCN1C(=O)C(CC(=O)NCCCn2ccnc2)C[C@H](C(=O)N(C(C)C)C(C)C)[C@@]31C (some centres undefined) | -2 | 12 | 0.2 | 1 | -11 | -17 | -6 | -12 | . | 2
CCOc1cc(N2CCOCC2)c(OCC)cc1NC(=O)c1ccc(OC(C)C)cc1 | 0 | 30 | -2.1 | -4 | -5 | 5 | 0 | -30 | 3 | -11
CC(=O)Nc1ccc(NC(=O)C(C)n2nc(C)c([N+](=O)[O-])c2C)cc1 (centres undefined) | 0 | . | 1.6 | -4 | 2 | -3 | -4 | . | . | -1
OCC1(CCc2ccccc2)CCN(Cc2ccc(OC(F)F)cc2)CC1 | 0 | -6 | -1.1 | -1 | -13 | 3 | 9 | 6 | 1 | -3
COc1ccc(O)c(C(=O)C2c3ccccc3C(=O)N2c2ccc(C)cc2)c1 (centres undefined) | -2 | 10 | 0.7 | -5 | -4 | -6 | -6 | -10 | 0 | -2
O=C(Nc1ccc(Cl)cn1)c1cccnc1 | -1 | 1 | -0.4 | 1 | -1 | 3 | 4 | -1 | 1 | 1
CCOc1ccc(NC(=O)COC(=O)c2cc(C)oc2C)cc1 | -6 | -6 | -0.3 | -1 | -8 | 3 | 31 | 6 | -1 | -4
CCOc1ncccc1C(=O)N1CCCSC1=Nc1ccccc1OC | 1 | -6 | -1.6 | 3 | -2 | -7 | -19 | 6 | . | 0
COc1ccc(CC(=O)Oc2ccc(C)cc2C)cc1 | -16 | -33 | -2.6 | -2 | 0 | 5 | 38 | 33 | -5 | 3
COc1ccccc1NC(=O)[C@@H]1CCCN1S(=O)(=O)c1ccc(Cl)cc1 | -2 | 43 | -2.5 | -2 | -10 | 4 | 30 | -43 | -3 | 2
O=C1CCCc2c1[nH]c1c(Br)cccc21 | -1 | -1 | -0.1 | -6 | -7 | -7 | 3 | 1 | 0 | -12
COc1ccc(NC(=O)COc2ccc3c(C)cc(=O)oc3c2)cc1S(=O)(=O)N1CCCCC1 | 0 | 16 | -0.8 | 1 | -7 | -9 | -8 | -16 | -7 | -12
O=C(O)c1cnc2ccccc2n1 | 0 | -14 | -1.5 | -6 | 2 | -6 | -2 | 14 | 3 | -4
Cc1ccc(C(CC(=O)c2ccco2)SCCO)cc1 (centres undefined) | -2 | -15 | -0.4 | 1 | -13 | 12 | 22 | 15 | 3 | -6
CCN1CCN(C(=O)C(C)Oc2ccc(S(=O)(=O)N3CCCC3)cc2C(N)=O)CC1 (centres undefined) | -1 | -36 | 0.3 | 1 | -1 | -9 | -9 | . | 0 | 0
O=[N+]([O-])c1cc(C2Nc3cccc4cccc(c34)N2)ccc1Cl | 10 | 40 | 0.5 | -7 | -2 | -8 | 17 | -40 | 3 | 9
CN(Cc1ccccc1)S(=O)(=O)c1ccc(Cl)c(C(=O)NCCc2ccccn2)c1 | -1 | 7 | -1.6 | -9 | -2 | -16 | -15 | -7 | 0 | -6
Cc1ccc(SCC(=O)OCC(=O)NCCNC(=O)COC(=O)CSc2ccc(C)c(C)c2)cc1C | -1 | -3 | 0.2 | -2 | -3 | 5 | 68* | 3 | 1 | 5
Cc1cc(Br)ccc1NC(=O)c1sc2ncnc(N3CCN(c4ccccn4)CC3)c2c1C | 0 | 56 | -1.5 | -1 | 4 | -8 | 15 | -56 | -2 | -7
O=C(Nc1ccccc1C(=O)N1CCCCC1)NC1CCCCC1 | 4 | -13 | -1.6 | 0 | 16 | 13 | 1 | 13 | -3 | -2
CCCCCOc1ccc(C(=O)Nc2ccc(S(=O)(=O)Nc3cc(C)on3)cc2)cc1 | 2 | -9 | -1.4 | 3 | 7 | -4 | -2 | 9 | -1 | 5
C=C(C)CSc1nc(N)c2c3c(sc2n1)CCC3 | 0 | 21 | 1.6 | -5 | 1 | -7 | 5 | -21 | -6 | -3
CCCCOc1ccc(C(=O)NCC(=O)OCC(=O)N2CCN(S(=O)(=O)c3ccc(C)cc3C)CC2)cc1 | -3 | -7 | 0.1 | -2 | -8 | 5 | 31 | 7 | -2 | -15
COc1ccc(N2C(C)=CS/C2=C(/C#N)c2nnc(N3CCOCC3)n2-c2ccccc2)cc1 | 2 | -5 | -1.0 | -6 | 0 | 12 | 10 | 5 | . | -2
CCOCCCNC(=O)c1cc(-c2cccnc2)nc2ccc(S(=O)(=O)N3CCC(C)CC3)cc12 | -4 | 2 | -0.9 | -2 | 4 | -10 | -7 | -2 | . | -6
(listing goes on)
SMILES | DAGLB inhibitor | SR-BI HDL uptake | C-LANA FP | Keap1 Nrf2 FP | RTF Ca sens inh | PvdQ inh | Arrestin-AP2 inh | SR-BI uptake up | NSD2 HMT inh | PKA-R2B activ
COc1cccc(NC(=O)CSc2nc3ccccc3c(=O)n2Cc2cccs2)c1 | -6 | -14 | 0.1 | -2 | 1 | -10 | 4 | 14 | 1 | -1
O=C(NNc1cccc(Cl)n1)Nc1ccccc1F | -2 | -7 | -0.4 | -3 | -7 | -17 | 13 | 7 | 2 | -21
c1ccc(-c2nnc(CN3CCN(c4ccccc4)CC3)o2)cc1 | 1 | 3 | -0.1 | 1 | -4 | -7 | -3 | -3 | . | 3
Cc1cccn2c(=O)c(C=C(C#N)C#N)c(N3CCN(C)CC3)nc12 | -2 | -12 | -0.4 | 2 | 5 | 8 | 31 | 12 | 9 | -15
Cc1ccc(C(CC(=O)N2CCCC2)c2ccccc2)c(O)c1 (centres undefined) | 1 | . | 0.4 | -6 | -3 | -1 | -1 | . | 4 | 7

Looked up one by one from above, 4 records:
SMILES | DAGLB inhibitor | SR-BI HDL uptake | C-LANA FP | Keap1 Nrf2 FP | RTF Ca sens inh | PvdQ inh | Arrestin-AP2 inh | SR-BI uptake up | NSD2 HMT inh | PKA-R2B activ
Cc1cccn2c(=O)c(C=C(C#N)C#N)c(N3CCN(C)CC3)nc12 | -2 | -12 | -0.4 | 2 | 5 | 8 | 31 | 12 | 9 | -15
c1ccc(-c2nnc(CN3CCN(c4ccccc4)CC3)o2)cc1 | 1 | 3 | -0.1 | 1 | -4 | -7 | -3 | -3 | . | 3
COc1cccc(NC(=O)CSc2nc3ccccc3c(=O)n2Cc2cccs2)c1 | -6 | -14 | 0.1 | -2 | 1 | -10 | 4 | 14 | 1 | -1
O=C(NNc1cccc(Cl)n1)Nc1ccccc1F | -2 | -7 | -0.4 | -3 | -7 | -17 | 13 | 7 | 2 | -21
